# Source: PubChem BioAssay (National Center for Advancing Translational Sciences (NCATS))
# USP1-UAF1 inh: USP1/UAF1 (human) deubiquitinase inhibition | O94782 | recombinant USP1/UAF1, Ub-Rhodamine cleavage fluorescence | Potency, µM (titrated, usually from 57.1 µM), without a hit: at the top dose activity change, negative = inhibition, actives largely listed as inhibitors | 390,000 tested, 0.23% active | AID 743255; note: % is set by controls: 0 for no effect and ±100 for the full control effect; nearly all actives have a fitted effect of over 60% in size; inactives centre near -12
#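 In this screen, compounds sit with the deubiquitinase complex (1nM) for 15 min at room temperature before Ub-Rho is added at 150nM final. Fluorescence rise is then followed for 6 reads every 60 seconds.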
# TrxR1 inh: blocks rat thioredoxin reductase 1; 390,000 tested, 1% active; recombinant rTrxR1, NADPH fluorescence consumption, selenite substrate; Potency, µM (doses to about 114 µM), for inactives: at the highest dose activity change, negative = inhibition, hits mostly inhibitors; note: % is set by controls: 0 for no effect and ±100 for the full control effect; nearly all actives have a fitted effect of over 65% in size
#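 Rat TrxR1 (90 nM in the dispensed reagent) was pre-reduced with 400 uM NADPH for 5 min at room temperature, then incubated with compound for 15 min. After 400 uM selenite was added, NADPH fluorescence (Ex 340/Em 450 nm) was followed for 8 min.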
# Vif-A3F inh: inhibitors of Vif-A3F interaction; Potency, µM (series often up to 46.1 µM), inactives show at the top dose activity, negative = active; 390,000 tested, 0.2% active; HeLa A3F-eYFP + Vif (tagged APOBEC3F with the HIV-1 protein that degrades it), YFP fluorescence increase; note: % of control where 0% means no effect; nearly all actives have a fitted effect of over 65% in size
#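 HeLa cells stably expressing A3F-eYFP plus Vif, plated and incubated overnight at 37 deg C, then exposed to compounds overnight at 37 deg C. Blocked degradation read as raised yellow fluorescence (Ex 488/Em 500-530).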
# ALOX12 inh: blocks human arachidonate 12S-lipoxygenase | P18054 | 580,000 tested, 1.1% active | Potency, µM (highest dose often 108 µM), inactives show at the top dose activity change, negative = inhibition, usual class: inhibitors | AID 1671190 | purified 12hLO, xylenol orange hydroperoxide absorbance; note: % is set by controls: 0 for no effect and ±100 for the full control effect
#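 Purified human 12hLO (150 nM final) in 25 mM Hepes, 0.01% Triton X-100, pH 7.0 was preincubated 15 min at room temperature with compound. Then 40 uM arachidonic acid was added, 30 min. Hydroperoxide was read by Fe-XO absorbance ratio 573/405 nm.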
# Vif-APOBEC3G blk: inhibitors of Vif-APOBEC3G interaction | Q9HC16 | HeLa A3G-eYFP + Vif (tagged APOBEC3G with the HIV-1 protein that degrades it), YFP fluorescence, overnight | Potency, µM (titrated, usually from 46.1 µM), for inactives: at the top dose activity, negative = active, usual class: inhibitors | 410,000 tested, 0.076% active;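 note: % is set by controls: 0 for no effect and ±100 for the full control effect; nearly all actives have a fitted effect of over 60% in size; hits raise eYFP signal because A3G escapes Vif-driven loss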
#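 HeLa cells stably expressing Vif and C-terminally eYFP-tagged A3G, seeded overnight at 37 deg C, then exposed to compound by pintool overnight at 37 deg C. Rise in yellow fluorescence (Ex 488/Em 500-530, Acumen) marks blocked Vif-driven A3G degradation.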
# TrxR1 substrate: rat thioredoxin reductase 1 substrate activity. O89049. purified TrxR1 substrate turnover, NADPH consumption readout. Potency, µM (doses to about 114 µM), without a hit: at the top dose activity change, negative = substrate turnover. 390,000 tested, 0.01% active; note: % is set by controls: 0 for no effect and ±100 for the full control effect; nearly all actives have a fitted effect of over 50% in size
#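 Rat TrxR1, dispensed at 90 nM, was prereduced with 400 uM NADPH (final) for 5 min at ~22 deg C, then incubated with compound 15 min before 400 uM selenite. A first-read NADPH fluorescence drop versus no-compound background flagged substrates.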
# RXFP1 ag: agonists of human relaxin receptor RXFP1. Potency, µM (doses to about 57.5 µM), for inactives: at the top dose activation, usual class: activators. HEK293T-RXFP1 cAMP TR-FRET, 30 min; response scale: percent of porcine relaxin response, buffer zero. 370,000 tested, 0.3% active; note: % is set by controls: 0 for no effect and ±100 for the full control effect; nearly all actives have a fitted effect of over 60% in size; many of its hits are not listed in these tables
# Target sequence (Q9HBX9 whole entry, looked up): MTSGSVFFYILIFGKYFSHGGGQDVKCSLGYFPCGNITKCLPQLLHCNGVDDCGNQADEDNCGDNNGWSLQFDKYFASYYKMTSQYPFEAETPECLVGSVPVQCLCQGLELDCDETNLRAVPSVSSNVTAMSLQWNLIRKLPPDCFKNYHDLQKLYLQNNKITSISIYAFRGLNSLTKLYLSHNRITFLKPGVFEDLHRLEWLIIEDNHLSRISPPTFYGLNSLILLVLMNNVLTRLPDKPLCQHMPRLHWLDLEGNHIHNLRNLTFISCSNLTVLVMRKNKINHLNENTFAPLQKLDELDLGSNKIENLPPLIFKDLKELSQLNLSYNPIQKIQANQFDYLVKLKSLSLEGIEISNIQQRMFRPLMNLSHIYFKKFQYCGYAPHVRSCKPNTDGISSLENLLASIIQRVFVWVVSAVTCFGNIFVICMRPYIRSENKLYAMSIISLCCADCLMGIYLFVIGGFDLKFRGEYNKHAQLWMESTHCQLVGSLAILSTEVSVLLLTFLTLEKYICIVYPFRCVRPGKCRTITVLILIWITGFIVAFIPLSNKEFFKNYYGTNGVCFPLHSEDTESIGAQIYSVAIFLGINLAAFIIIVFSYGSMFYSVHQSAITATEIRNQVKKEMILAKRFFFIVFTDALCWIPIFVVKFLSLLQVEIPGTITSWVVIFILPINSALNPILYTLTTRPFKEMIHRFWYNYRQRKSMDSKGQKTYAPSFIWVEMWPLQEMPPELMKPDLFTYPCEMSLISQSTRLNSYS
#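 HEK293 cells stably expressing RXFP1, treated 30 min at 37C with compounds plus PDE4 inhibitor Ro 20174; cAMP measured by HTRF TR-FRET. Normalized to buffer and 29 nM porcine relaxin; EC50 by Hill fit.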
# RGS4 inh: blocks human RGS4-accelerated GTP hydrolysis. Potency, µM (series often up to 114 µM), inactives show at the top dose activity change, negative = inhibition, most hits filed as inhibitors. 390,000 tested, 0.039% active. AID 504845. P49798. Transcreener GDP fluorescence polarization, RGS4-accelerated GTP hydrolysis; note: % is set by controls: 0 for no effect and ±100 for the full control effect; nearly all actives have a fitted effect of over 75% in size; some results filed as inactive show a strong effect at the top dose
# Target sequence (P49798 whole entry, looked up): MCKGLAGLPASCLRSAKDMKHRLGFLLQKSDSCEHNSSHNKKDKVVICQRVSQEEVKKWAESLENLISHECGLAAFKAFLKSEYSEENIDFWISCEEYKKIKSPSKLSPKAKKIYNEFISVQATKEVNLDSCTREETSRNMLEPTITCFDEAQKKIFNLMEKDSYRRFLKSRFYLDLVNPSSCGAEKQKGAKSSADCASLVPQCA
#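 MLSMR compounds (23 nl, pin-transferred) preincubated 10 min at room temperature with a 500nM (2x) first reagent, then RGS4 at 900nM (2x) plus Transcreener GDP mix added; fluorescence polarization (620/688 nm) read before and after 90 min at 30 °C.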
# IDH1 R132H inh: human IDH1 R132H inhibition | IDH1-R132H enzyme, NADPH consumption, diaphorase/resazurin fluorescence | Potency, µM (top dose mostly 76.6 µM), for inactives: at the highest dose activity change, negative = inhibition, usual class: inhibitors | 390,000 tested, 0.093% active | AID 602179; note: % is set by controls: 0 for no effect and ±100 for the full control effect; nearly all actives have a fitted effect of over 65% in size
#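 IDH1-R132H (0.5 ug/mL dispensed) in pH 7.5 Tris buffer was preincubated 30 min with compound, then given a substrate mix of 0.016 mM NADPH and 2 mM alpha-KG for 80 min at room temperature; remaining NADPH was read by diaphorase/resazurin fluorescence.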
# The depositor's hits bear a star; i = inactive; ? = inconclusive; . = not tested or not shown; [ ] = remark or other dose. Calls come from the whole dose curve; as a rule, active = well fitted curve in the direction sought with a large enough effect; inconclusive = small, poorly fitted or top-dose-only effect, or another doubt; inactive = no such curve, though single readings can be large; an effect the other way counts as inactive or inconclusive. Potency is the fitted concentration of half-maximal effect. The list is partial; count on the stated rates, not on these rows.
SMILES,USP1-UAF1 inh,TrxR1 inh,Vif-A3F inh,ALOX12 inh,Vif-APOBEC3G blk,TrxR1 substrate,RXFP1 ag,RGS4 inh,IDH1 R132H inh
Cc1ccc(S(=O)(=O)N2CCN(C(=O)CCCOc3ccc(Cl)cc3C)CC2)cc1,-18%,19%,4%,-16%,-1%,-3%,0.7%,-21%,12%
CCOC(=O)c1cc(CN2CCOCC2)oc1-c1ccccc1,-4%,?,1%,?,0%,-3%,0.2%,-27%,8%
O=C(CCS(=O)(=O)c1cc(Br)cc2c1N(C(=O)C1CC1)CC2)NCC1CCCO1 (stereo not given),-4%,7%[57.1 µM],-15%,13%,2%,-4%[57.1 µM],1.0%,-21%,3%
Cc1ccc(C2C3=C(CC(C)(C)CC3=O)Nc3onc(C)c32)cc1 (stereo not given),-2%,-13%[57.1 µM],3%,-27%,-9%,46%[activator][57.1 µM],-0.1%,12%,0%
COc1cc(C(C)=O)ccc1OCC(=O)N(CCC1=CCCCC1)c1c(N)n(Cc2ccccc2)c(=O)[nH]c1=O,-24%,11%,-3%,?,-2%,-1%,-0.3%,5%,-5%
COc1ccc(OC)c(C2c3c(oc4ccccc4c3=O)C(=O)N2CCCN(C)C)c1 (stereo not given),-22%,-12%,-3%,-11%,1%,3%,1.9%,5%,-5%
O=C(/C=C\c1ccco1)Nc1cc([N+](=O)[O-])ccc1F,-3%,?,0%,?,?,-7%,-0.1%,-1%,6%
CCOC(=O)c1cc2c(=O)n3ccccc3nc2n(Cc2ccco2)c1=NC(=O)c1cccc(Br)c1,?,4µM*,?,?,-2%,18%[57.1 µM],29%,?,-9%
CCCCNC(=O)c1nn(C)c2c1CSc1ccccc1-2,-16%,6%,-8%,-21%,-9%,-3%,0.7%,-20%,4%
CC(=O)Nc1ccc(NC(=O)C(C)OC(=O)C23CC4CC(CC(Cl)(C4)C2)C3)cc1 (stereo not given),1%,13%,0%,-9%,3%,6%,.,-3%,2%
CN1CCCC1=Nc1c2c(nc3ccccc13)N(C)CC2,-5%,10%[57.1 µM],-4%,?,-3%,1%[57.1 µM],-0.3%,-13%,5%
NC(=O)N/N=C/c1c(Sc2nnnn2-c2ccccc2)nc2ccccn2c1=O,-14%,-34%,1%,-19%,-7%,3%,7.5%,-9%,14%
Cc1ccc(NS(=O)(=O)c2ccc(-n3cccn3)cc2)cc1F,-14%,14%,2%,-31%,-4%,-1%,-0.8%,5%,0%
Cc1ccc2onc(CC(=O)N(C)c3ccccc3)c2c1,-8%,3%,5%,-24%,0%,9%[11.4 µM],-1.7%,-12%,10%
CCCOP(=O)(c1ccccc1)c1ccccc1,0%,3%[57.1 µM],-9%,-3%,?,9%[57.1 µM],1.0%,-9%,2%
Cc1cccc(C(=O)Nc2ccc(N3CCN(c4ccc(C(F)(F)F)cn4)CC3)nc2)c1,-3%,23%[57.1 µM],15%,171%[activator],1%,7%[57.1 µM],-0.3%,9%,2%
Cc1cc(C)c(CSc2ncc(-c3ccc([N+](=O)[O-])cc3)[nH]2)c(C)c1,-14%,3%[57.1 µM],1%,?,-7%,-1%[57.1 µM],5.9%,20%[11.4 µM],0%
COc1ccccc1CNC(=O)c1cc2sccc2n1Cc1ccc(F)cc1,-23%,6%,0%,-18%,2%,0%,1.0%,-7%,13%
Cc1ccc(C)c(Cn2c(=O)n(Cc3ccc(C(=O)NC4CCN(Cc5ccccc5)CC4)cc3)c(=O)c3ccccc32)c1,-14%,10%,-13%,0%,-2%,4%,5.6%,8%,-5%
CCN(CC(=O)NC1CCCCC1)S(=O)(=O)c1ccc(Cl)cc1,2%,8%[57.1 µM],4%,17%,0%,6%[57.1 µM],1.8%,44%,4%
COc1ccc(C=NCCc2ccc(OC)c(OC)c2)cc1OC,?,.,7%,10%,0%,.,.,.,-2%
CC(C)(C)n1nnnc1C(c1cccs1)N(Cc1ccc(Cl)cc1)CC1CCCO1 (stereo not given),-10%,20%,-3%,0%,1%,6%,0.7%,-52%,4%
NCCCCCCNS(=O)(=O)c1ccc2c(Cl)cccc2c1,.,14%[0.0914 µM],.,-19%,2%,-4%[0.0914 µM],.,i,.
Cc1ccc(OC(C)C(=O)N/N=C/c2ccccn2)cc1 (stereo not given),-2%,5%,-5%,-8%,-7%,2%,-1.2%,10%,27%

# Retrieved by structure from the entries so far, 6 records:
SMILES,USP1-UAF1 inh,TrxR1 inh,Vif-A3F inh,ALOX12 inh,Vif-APOBEC3G blk,TrxR1 substrate,RXFP1 ag,RGS4 inh,IDH1 R132H inh
Cc1ccc(C)c(Cn2c(=O)n(Cc3ccc(C(=O)NC4CCN(Cc5ccccc5)CC4)cc3)c(=O)c3ccccc32)c1,-14%,10%,-13%,0%,-2%,4%,5.6%,8%,-5%
CC(C)(C)n1nnnc1C(c1cccs1)N(Cc1ccc(Cl)cc1)CC1CCCO1 (stereo not given),-10%,20%,-3%,0%,1%,6%,0.7%,-52%,4%
NCCCCCCNS(=O)(=O)c1ccc2c(Cl)cccc2c1,.,14%[0.0914 µM],.,-19%,2%,-4%[0.0914 µM],.,i,.
Cc1ccc2onc(CC(=O)N(C)c3ccccc3)c2c1,-8%,3%,5%,-24%,0%,9%[11.4 µM],-1.7%,-12%,10%
Cc1cccc(C(=O)Nc2ccc(N3CCN(c4ccc(C(F)(F)F)cn4)CC3)nc2)c1,-3%,23%[57.1 µM],15%,171%[activator],1%,7%[57.1 µM],-0.3%,9%,2%
COc1ccccc1CNC(=O)c1cc2sccc2n1Cc1ccc(F)cc1,-23%,6%,0%,-18%,2%,0%,1.0%,-7%,13%

# New compounds follow
SMILES,USP1-UAF1 inh,TrxR1 inh,Vif-A3F inh,ALOX12 inh,Vif-APOBEC3G blk,TrxR1 substrate,RXFP1 ag,RGS4 inh,IDH1 R132H inh
NS(=O)(=O)c1ccc(NC(=S)NC(=O)C2CCCCC2)cc1,-28%,?,-1%,?,-9%,7%,1.1%,1%,2%
CCOC(=O)C1(Cc2ccccc2C)CCCN(C(=O)c2ccc3nccnc3c2)C1 (stereo not given),-7%,12%,1%,-1%,1%,5%,-0.1%,9%,-1%
CCOC(=O)N1CCN(C(=O)c2cc3c(=O)n4ccccc4nc3s2)CC1,-17%,?,1%,0%,-2%,255%[activator],?,-49%,6%
COC(=O)c1cc2oc3ccccc3c2n1CC(=O)Nc1ccc(OC)c(OC)c1OC,-4%,14%,-16%,-23%,?,2%,1.1%,1%,-18%
Cc1ccc(S(=O)(=O)N2CCN(C(=O)CCC(=O)NCc3ccc(F)cc3)CC2)cc1,-14%,-9%,0%,-1%,-3%,-7%,1.4%,-1%,0%
COc1ccc(Cl)cc1S(=O)(=O)N(C)CC(=O)NCc1ccccn1,-1%,46%[activator][57.1 µM],7%,-2%,3%,16%[57.1 µM],-1.6%,-24%,3%
C[C@@H]1CN([C@H](C)CO)C(=O)CCCn2nncc2CO[C@H]1CN(C)S(=O)(=O)c1ccc(C#N)cc1,-7%,.,1%,7%,1%,.,.,.,5%
COc1ccccc1NC(=O)COC(=O)c1ccc2c(c1)nc(C)n2-c1ccccc1,-12%,20%[57.1 µM],9%,-8%,-3%,3%[57.1 µM],-1.3%,-2%,3%
NC(=O)C1(c2ccccc2)OC1c1ccccc1 (stereo not given),-10%,14%[57.1 µM],-3%,-1%,3%,-3%[57.1 µM],0.7%,-7%,1%
CCN(CC(=O)Nc1c(F)cccc1F)C(=O)/C=C/c1ccc(C)o1,-15%,6%[57.1 µM],3%,3%,1%,-6%,-0.9%,7%,-1%
Cc1ccc(C)c(S(=O)(=O)N2CCCCC2CCNC(=O)C(=O)NCCc2ccco2)c1 (stereo not given),-16%,35%[activator],1%,-2%,0%,8%,-0.1%,-22%,4%
CCOC(=O)c1c(S(=O)(=O)N2CCC(C(=O)N3CCN(c4cccc(C)c4C)CC3)CC2)c(C)n(C)c1C,?,-8%[57.1 µM],4%,-23%,2%,-10%[57.1 µM],1.1%,14%,-5%
Cc1ccc(CC(=O)N2CCN(c3ccccn3)CC2)cc1,-6%,12%,-2%,0%,-1%,19%,1.6%,29%,10%
Cc1ccc2nc(Cl)c3cc(C(=O)N(CCN(C)C)Cc4ccco4)sc3c2c1,-8%,-12%,3%,-24%,4%,-7%,5.6%,-21%,5%
CCn1c(SCC(=O)NCC(=O)Nc2ccc(F)cc2)nnc1-c1cccs1,-3%,11%,-4%,-25%,-4%,6%,1.2%,18%,1%

# Entries above printed as active in TrxR1 inh:
canonical_smiles	USP1-UAF1 inh	TrxR1 inh	Vif-A3F inh	ALOX12 inh	TrxR1 substrate	RGS4 inh	IDH1 R132H inh
CCOC(=O)c1cc2c(=O)n3ccccc3nc2n(Cc2ccco2)c1=NC(=O)c1cccc(Br)c1	?	4µM*	?	?	18%[57.1 µM]	?	-9%
